Compound activity: PubChem, several laboratories
ROMK mod: modulates human ROMK potassium channel activity | P48048 | Tet-inducible ROMK, thallium flux fluorescence; actives lie on both sides | B-score at 10 µM | 130,000 tested, 2% active | AID 1918;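 active means signal ratio slope over the read window, or its plate-corrected B-score, at least 3 SD from the plate mean, either direction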;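 further: B-score of the F/F0 ratio slope over 7 to 12 s after thallium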
Target sequence (P48048 whole entry, looked up): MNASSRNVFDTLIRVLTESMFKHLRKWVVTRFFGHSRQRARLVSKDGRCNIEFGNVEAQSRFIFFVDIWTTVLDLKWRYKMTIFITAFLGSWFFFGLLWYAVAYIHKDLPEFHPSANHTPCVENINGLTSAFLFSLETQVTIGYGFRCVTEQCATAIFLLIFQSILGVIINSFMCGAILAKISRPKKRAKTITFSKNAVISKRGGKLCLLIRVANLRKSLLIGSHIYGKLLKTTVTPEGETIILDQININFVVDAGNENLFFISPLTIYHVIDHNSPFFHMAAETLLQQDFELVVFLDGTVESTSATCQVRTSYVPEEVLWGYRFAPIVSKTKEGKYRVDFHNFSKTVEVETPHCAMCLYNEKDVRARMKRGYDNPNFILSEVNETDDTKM
STAT3 blocker: STAT3 signaling inhibition | inhibition, % at 5.5 µM | U3A cells, IL-6 STAT3-luciferase reporter, luminescence; host cell line lacks STAT1 | AID 862 | 190,000 tested, 0.89% active;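 active means inhibition above the mean inhibition across all screened compounds plus 3 SD, cut at about 44% in these data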;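 further: 0% = DMSO only wells and 100% = 100 µM nifuroxazide control wells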
NF-kB neuron act: compounds increasing NF-kB expression in human neuronal cells; NF-kB reporter expression; stronger effect = higher value; fold change at 12.5 µM; 190,000 tested, 1.6% active; in the data active means fold change above about 3.3
APP transl inh: APP translation inhibition; AID 1285; 190,000 tested, 0.82% active; inhibition, % at 2 µM; SH-SY5Y APP 5'UTR-luciferase reporter, luminescence;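 active means inhibition above a set limit, derived from the sample mean plus 3 SD, cut at about 45% in these data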; further: values of inactives mirror those of a sister screen read the other way
STAT1 activator: STAT1 signaling activation | NIH 3T3 STAT1-luciferase reporter, IFN-gamma, luminescence; 100% = IFN-gamma alone, no compound | activation (% of control), % at 5.5 µM | 200,000 tested, 2.6% active;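 active means activation above the screen-wide mean activation plus 3 SD, cut at about 130% in these data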;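 further: raw ratio to IFN-gamma control signal so 100% means no change and 0% no light; values of inactives mirror those of a sister screen read the other way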
FLuc stim CS: firefly luciferase counter-screen for stimulation assays; 200,000 tested, under 10 active; activation factor at 10 µM; ATPlite luciferase biochemical, luminescence, 10 min; 0 = ATP-free wells, 1 = DMSO control; P08659;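 active means luciferase activation factor, scaled between plate controls, of at least 2 with compound at 10 µM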
Target sequence (P08659 whole entry, looked up): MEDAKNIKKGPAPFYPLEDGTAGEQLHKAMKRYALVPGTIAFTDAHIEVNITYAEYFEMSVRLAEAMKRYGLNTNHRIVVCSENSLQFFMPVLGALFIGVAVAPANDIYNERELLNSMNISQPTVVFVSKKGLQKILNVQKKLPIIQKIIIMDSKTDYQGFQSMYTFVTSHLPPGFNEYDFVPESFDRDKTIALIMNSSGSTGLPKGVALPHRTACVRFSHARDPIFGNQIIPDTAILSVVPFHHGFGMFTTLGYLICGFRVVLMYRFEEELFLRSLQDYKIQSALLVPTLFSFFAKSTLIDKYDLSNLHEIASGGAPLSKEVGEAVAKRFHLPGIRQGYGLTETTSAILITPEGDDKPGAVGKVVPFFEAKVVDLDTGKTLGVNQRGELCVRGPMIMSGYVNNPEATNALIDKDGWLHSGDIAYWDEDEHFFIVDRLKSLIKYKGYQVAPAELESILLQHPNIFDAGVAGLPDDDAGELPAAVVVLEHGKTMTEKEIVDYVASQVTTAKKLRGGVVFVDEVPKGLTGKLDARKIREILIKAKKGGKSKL
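System: luciferase plus luciferin reagent, cell-free; medium: PBS as buffer for the ATP substrate; dosing: test compounds dosed from 2 mM stocks in 100% DMSO; timing: 10 min post-reagent at room temperature; measured by: luminescence measurement of luciferase light output; evaluation: luciferase activation, seen as luminescence increase over controls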
STAT1 inh: reduces IFN-gamma driven STAT1 reporter signal. NIH 3T3 STAT1-luciferase reporter, luminescence. inhibition, % at 5.5 µM. 200,000 tested, 0.35% active. AID 920;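 active means inhibition above a set limit, the mean inhibition across all tested compounds plus 3 SD, cut at about 34% in these data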;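 further: 0% = IFN-gamma with DMSO and 100% = IFN-gamma with 300 µM nifuroxazide; values of inactives mirror those of a sister screen read the other way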
FLuc inhib CS: Photinus pyralis luciferase inhibition counter-screen; P08659; ATPLite firefly luciferase biochemical luminescence, 10 min; inhibition, % at 10 µM; 200,000 tested, 1.5% active;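 active means inhibition above about 50% when tested at 10 µM, limit read from the data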
STAT3 act: increases IL-6 driven STAT3 reporter signal | AID 871 | activation (% of control), % at 5.6 µM | 190,000 tested, 0.91% active | U3A cells, IL-6 STAT3-luciferase reporter, luminescence; 100% = signal with IL-6 EC80 alone;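 active means activation above the screen-wide mean of compound activation plus 3 SD, cut at about 130% in these data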;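 further: 0% = background luminescence of wells with medium and substrate only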
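System – human U3A cells carrying STAT3-luciferase construct · Probe or stimulus – Interleukin-6, 33 ng/mL · Schedule – compound 1 h, then IL-6 6 h at 37 °C · Signal – luminescence from STAT3-driven luciferase reporter · Evaluation – percent of IL-6-only median luminescence · Benchmarks – IL-6-only high control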
APP 5'UTR act: APP 5'UTR luciferase reporter activation. SH-SY5Y APP 5'UTR luciferase reporter, luminescence; zero percent = DMSO vehicle wells. activation, % at 2 µM. 190,000 tested, 1% active;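 active means activation above a set limit, based on mean plus 3 SD of controls, cut at about 140% in these data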; further: values of inactives mirror those of a sister screen read the other way
Active calls of the source: *; x = no result given. Compounds were not picked by outcome. About 7.1% of those tested had a hit in this group.

SMILES | ROMK mod | STAT3 blocker | NF-kB neuron act | APP transl inh | STAT1 activator | FLuc stim CS | STAT1 inh | FLuc inhib CS | STAT3 act | APP 5'UTR act
CCC1=NN2C(=N)/C(=C\c3cccn3-c3c(C)cccc3C)C(=O)N=C2S1 | -1.2 | -12 | 1.4 | -4 | 100 | 1.1 | -2 | -9 | 113 | 4
Cc1nn(Cc2ccc([N+](=O)[O-])cc2)c(=O)n1-c1c(F)cccc1F | x | -3 | 0.84 | 0 | 99 | 1 | 1 | -1 | 108 | 0
Cc1cccc(C)c1NC(=O)c1cc(-c2ccccn2)nc2ccccc12 | -1.1 | 5 | 0.39 | -9 | 115 | 1 | -18 | -3 | 98 | 9
CCCC(CCC)C(=O)OC1C[C@H]2CC[C@@H](C1)[N+]2(C)C (some centres not stated) | x | -1 | 1.4 | 5 | 99 | 1.1 | 1 | -10 | 103 | -5
CCN(C(=O)COC(=O)c1cccnc1SC)C1CCS(=O)(=O)C1 (configuration not stated) | 0.008 | 10 | 0.96 | -14 | 95 | 1.1 | 5 | -11 | 93 | 14
COc1cc(/C=N/NC(=O)COc2cccc(F)c2)ccc1OS(=O)(=O)c1ccc(C)cc1 | 0.093 | 20 | 0.39 | -8 | 98 | 1.1 | 2 | -5 | 83 | 8
O=C(O)c1cc2c(s1)-c1ccccc1OC2 | x | -2 | 1 | -20 | 98 | 1 | 3 | 1 | 108 | 20
COc1cc(-c2nnc(CSc3nnc(N)s3)o2)cc(OC)c1OC | 0.7 | 11 | 1 | -8 | 95 | 1 | 6 | -3 | 91 | 8
CCN(CC)Cc1nc2c(c(=O)[nH]1)C1(CCCC1)Cc1ccccc1-2 | x | -2 | 0.99 | -1 | 104 | 1 | -4 | 0 | 105 | 1
CCCCS(=O)Cc1ccccc1 (configuration not stated) | x | 4 | 1.1 | 1 | 104 | 1.1 | -4 | -6 | 98 | -1
C/C(=N\Nc1cc(N2CCOCC2)nc(C)n1)c1cccc([N+](=O)[O-])c1 | x | 23 | x | 4 | 91 | 1 | 9 | -1 | 84 | -4
CCN(C(=O)CSc1nc2ccccc2c(=O)n1-c1ccc(C)cc1)C1CCS(=O)(=O)C1 (configuration not stated) | 1.1 | 4 | 1.1 | -21 | 93 | 1 | 6 | -1 | 98 | 21
C(=N\Nc1nc(Nc2ccccc2)nc(N2CCCCC2)n1)/c1ccco1 | x | 10 | 0.92 | -13 | 108 | 0.7 | -11 | 26 | 94 | 13
Cc1cccc(NC(=S)N(CCN2CCOCC2)Cc2ccccc2F)c1 | -1.6 | 10 | 0.95 | 5 | 94 | 1.1 | 8 | -5 | 96 | -5
CCCCNc1c(C(=O)OCC)c(=O)[nH]c2ccccc12 | x | 14 | 1.2 | -5 | 98 | 1.1 | 3 | -7 | 91 | 5
CCCCN(CC)CCCNC(=S)Nc1ccc2nc(N3CCN(CC)CC3)cc(C)c2c1 | -0.96 | -3 | 0.85 | -6 | 91 | 1 | 9 | -3 | 102 | 6
O=C1C(=Cc2ccc(Br)o2)C(=O)c2ccccc21 | 0.53 | -18 | 0.89 | 8 | 119 | 0.7 | -21 | 25 | 119 | -8
CCOc1cc(/C=C2\SC(=N)N(c3nccs3)C2=O)ccc1OCCN1CCOCC1 | 0.078 | 14 | 0.36 | 11 | 98 | 1 | 2 | -3 | 91 | -11
O=C(Nc1ccc2c(c1)Cc1ccccc1-2)c1cc2ccccc2o1 | x | 26 | x | -8 | 88 | x | 6 | x | 82 | 8
CCCCN=C1NN=C(c2ccc(C)c(C)c2)CS1 | 0.28 | 1 | 1.6 | -31 | 125 | 0.9 | -29 | 6 | 102 | 31
Cc1cccc(N=C2NC(=O)S/C2=C\c2ccco2)c1 | x | 7 | 1.1 | -18 | 94 | 1.1 | 6 | -6 | 90 | 18
CCC(=O)Oc1c(-c2ccccc2)c2nc3ccccc3nc2c2ccccc12 | 1 | 4 | x | 0 | 88 | x | 6 | x | 98 | 0
CN(C)c1cccc(C(=O)NCc2ccccc2Cl)c1 | -0.15 | 7 | 1.1 | -32 | 113 | 1 | -15 | 3 | 96 | 32
O=C(C1CCN(Cc2cn[nH]c2-c2ccc(F)cc2F)CC1)N1CCOCC1 | 1.6 | 9 | 0.98 | -6 | 105 | 1.1 | -7 | -10 | 96 | 6
O=C(NCCCn1ccnc1)Nc1cccc(Cl)c1 | x | 8 | 1.4 | 14 | 97 | 1 | 3 | -2 | 98 | -14

(list continues)
SMILES | ROMK mod | STAT3 blocker | NF-kB neuron act | APP transl inh | STAT1 activator | FLuc stim CS | STAT1 inh | FLuc inhib CS | STAT3 act | APP 5'UTR act
CCc1cccc2c(C(=O)CN3C(=O)NC(C)(c4cccc5ccccc45)C3=O)c[nH]c12 (configuration not stated) | 0.51 | -13 | x | 8 | 122 | 1.1 | -27 | -6 | 116 | -8
Nc1nc(CSC(=S)N2CCN(c3ccccc3)CC2)nc(Nc2ccc(F)cc2)n1 | -0.72 | -6 | 0.74 | -16 | 99 | 1 | 1 | -4 | 106 | 16
Cc1cc(C)cc(-n2nnn(C3C/C(=N/NC(N)=S)C4OCC3O4)c2=S)c1 (configuration not stated) | -0.12 | 10 | 1.2 | 21 | 96 | 1 | 3 | -3 | 93 | -21
O=C(/C=C/c1ccc(OCCCF)cc1)Nc1ccnc(-c2cccnc2)n1 | 0.55 | 41 | 1.1 | -35 | 114 | 0.9 | -16 | 8 | 68 | 35
COc1cc(-c2noc(CCCC(=O)NCc3ccccc3)n2)cc(OC)c1OC | 1.5 | -12 | 1.2 | 10 | 94 | 1 | 3 | -2 | 110 | -10
CCCCN(C(=O)NC(=O)Nc1ccccc1C)S(C)(=O)=O | -0.46 | 11 | 1.1 | 4 | 95 | 1.1 | 5 | -6 | 98 | -4
CC(Nc1nc(N2CCN(S(C)(=O)=O)CC2)nc2ccccc12)c1ccccc1 (configuration not stated) | x | -4 | 0.84 | 2 | 100 | 1.1 | 0 | -6 | 106 | -2
CCn1c(/C=C2\C(=O)Nc3ccccc32)nc2ccccc2c1=O | 0.46 | 6 | 1.2 | x | 105 | 1 | -6 | -4 | 95 | x
CC(=O)c1c(C)[nH]c(C(=O)Nc2cccc(S(=O)(=O)N3CCOCC3)c2)c1C | x | 13 | 1.1 | 0 | 91 | 1.1 | 9 | -12 | 86 | 0
CCCS(=O)(=O)N1CCN(C(=O)COc2ccccc2)CC1 | 0.027 | 5 | 1.1 | 19 | 95 | 1 | 5 | -5 | 101 | -19
COc1ccc(C)cc1-n1nnnc1SCC(=O)N1CCC(C(=O)Nc2nccs2)CC1 | -0.52 | 6 | 0.75 | 6 | 95 | 1 | 6 | 1 | 101 | -6
C=CCOC(=O)C1=C(C)OC(N)=C(C#N)C1c1ccccc1F (configuration not stated) | x | 4 | 1.2 | 14 | 71 | 1.1 | 31 | -6 | 102 | -14
CS(=O)(=O)N1CCC(C(=O)Nc2ccc3c(c2)OCCO3)CC1 | 1.2 | 15 | 0.99 | -5 | 104 | 1 | -4 | 2 | 92 | 5
Cc1ccc(C)c2[nH]c(=O)c(CCNC(=O)c3cc4ccccc4o3)cc12 | x | 18 | 1.2 | -9 | 98 | 1 | -1 | -2 | 84 | 9
CC(C)(C)OC(=O)C(Cc1ccc(OC(C)(C)C)cc1)NC(=O)CNC(=O)CNC(=O)OCc1ccccc1 (configuration not stated) | -0.99 | 12 | 1.3 | 3 | 94 | 1.1 | 6 | -6 | 91 | -3
Cc1cc(C(=O)Nc2cccc([N+](=O)[O-])c2)c(C)o1 | -0.52 | 6 | 1.1 | 5 | 92 | 1 | 9 | -4 | 99 | -5
O=C(NC1CCCCNC1=O)c1ccc(Cl)cc1 (configuration not stated) | 0.72 | 6 | 1.4 | -4 | 108 | 1 | -9 | -3 | 98 | 4
Cc1ccc(NS(=O)(=O)c2ccc(Br)cc2)nc1 | 1.3 | 11 | 1.2 | 11 | 99 | 1.1 | 0 | -5 | 94 | -11
CCc1ccc(C2CC(c3ccccc3C)n3nc(N)nc3N2)cc1 (configuration not stated) | x | -8 | 0.95 | 8 | 104 | 1.1 | -4 | -6 | 106 | -8
C=CCSc1nnc(-c2nnc(SCC=C)n2CC)n1CC | x | 7 | 1.2 | 1 | 102 | 1.1 | -3 | -5 | 97 | -1
COC(=O)c1ccc(NC(=O)CN2CCCC2)cc1 | x | 4 | 1.3 | -11 | 100 | 1.1 | 0 | -5 | 100 | 11
S=C(NCCCN1CCOCC1)Nc1cccc(-c2nnc3n2CCCCC3)c1 | 0.72 | 9 | 0.91 | 5 | 106 | 1.1 | -8 | -8 | 102 | -5
CCCCN(C)Cc1c(C)[nH]c2ccccc2c1=O | 0.44 | 6 | 0.95 | -6 | 101 | 1 | -3 | 0 | 100 | 6
COC(=O)c1c(C)nc2ccccc2c1C(=O)O | x | 2 | 0.94 | -11 | 101 | 1 | -2 | -5 | 101 | 11
N#Cc1cc(Oc2cccnc2)c(Oc2cccnc2)cc1C#N | 1.8 | -6 | 1.2 | -1 | 103 | 1.1 | -3 | -7 | 105 | 1

(more compounds)
SMILES | ROMK mod | STAT3 blocker | NF-kB neuron act | APP transl inh | STAT1 activator | FLuc stim CS | STAT1 inh | FLuc inhib CS | STAT3 act | APP 5'UTR act
Brc1ccccc1-n1nnc(-c2ccnc3ccccc23)n1 | x | x | 1.4 | -22 | 99 | 1 | 3 | 3 | x | 22
Cc1ccc(NN=C2C(=O)OC(C)(C)OC2=O)c(C)c1 | 0.25 | 12 | 1.5 | -19 | 132* | 0.6 | -35 | 38 | 97 | 19
O=C(CSc1nc(-c2ccco2)cc(C(F)(F)F)n1)Nc1ccccc1C(F)(F)F | x | -3 | 1.1 | -8 | 98 | 1.1 | 2 | -8 | 102 | 8
O=C(CSc1ccc(-c2ccccn2)nn1)c1ccc(F)cc1 | -2.4 | 6 | 1.6 | -2 | 126 | 1.1 | -28 | -6 | 98 | 2
N#Cc1cnn(-c2ccccc2)c1N | 0.21 | 0 | 0.97 | 16 | 95 | 1 | 6 | -1 | 103 | -16
CC1=Nn2c(nnc2-c2ccccn2)SC1 | x | -3 | 0.98 | 10 | 109 | 1 | -10 | -1 | 106 | -10
Cc1ccccc1NC(=O)N1CCN(C/C=C/c2ccccc2)CC1 | -0.0052 | 23 | 1 | -12 | 100 | 1 | 0 | -5 | 87 | 12
CCOC(=O)N1CCN(C(=O)C(NC(=O)C2CCC(C)CC2)C(C)C)CC1 (configuration not stated) | 0.23 | 2 | 1.1 | -6 | 89 | 1 | 11 | -3 | 100 | 6
CCOP(=O)(OCC)C(NC(=O)Nc1ccccc1)c1ccccc1 (configuration not stated) | x | -6 | 1.4 | -6 | 105 | 1 | -6 | -5 | 103 | 6
